Screening data deposited in PubChem BioAssay by several laboratories.
Dengue-2 NS5 capping – Dengue-2 NS5 methyltransferase inhibitors, primary screen, biochemical, confirmation dose response (AID 588689); Genome polyprotein (Dengue virus type 2 (strain 16681-PDK53)); Dengue-2 NS5 methyltransferase capping enzyme assay, biochemical; higher % means a stronger effect; one-dose inhibition, % at 25 µM; IC50 in µM for titrated hits; actives 0.3% (n = 340,000); in the data active means a potency from the dose series
NTR1 agonist – agonists of NTR1, primary screen, imaging, U2OS cells, beta-arrestin-GFP, high content (AID 493036); Neurotensin receptor type 1 (Homo sapiens), P30989; NTR1-U2OS beta-arrestin-GFP spot imaging, agonist mode; activation, % at 20 µM; actives 0.17% (n = 330,000);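 active means activation at or above 40% of the spot to cytoplasm intensity ratio, with at least 20 cells analyzed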;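 further: 0% = DMSO without peptide and 100% = 100 nM NTR1 peptide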
Target sequence (P30989 whole entry, looked up): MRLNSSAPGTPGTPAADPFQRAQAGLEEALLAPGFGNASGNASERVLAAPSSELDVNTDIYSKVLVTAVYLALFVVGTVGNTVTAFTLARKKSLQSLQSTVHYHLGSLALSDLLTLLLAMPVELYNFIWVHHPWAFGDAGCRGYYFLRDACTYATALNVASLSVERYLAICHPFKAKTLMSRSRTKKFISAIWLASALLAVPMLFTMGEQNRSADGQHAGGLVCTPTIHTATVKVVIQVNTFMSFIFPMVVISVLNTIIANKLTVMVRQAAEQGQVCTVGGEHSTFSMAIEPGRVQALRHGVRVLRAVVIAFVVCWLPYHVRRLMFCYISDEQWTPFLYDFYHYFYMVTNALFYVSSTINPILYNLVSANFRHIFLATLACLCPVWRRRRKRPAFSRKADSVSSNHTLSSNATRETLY
GPR55 beta-arrestin – GPR55 agonists via beta-arrestin recruitment, primary screen, imaging, U2OS cells, beta-arrestin-GFP redistribution (AID 1961); U2OS GPR55 beta-arrestin-GFP redistribution imaging; higher % means a stronger effect; actives 0.048% (n = 290,000); activation, % at 10 µM, or EC50 in µM where a hit was titrated; G-protein coupled receptor 55 (Homo sapiens);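 active means activation above 40% with more than 50 cells counted in the well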;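 further: U2OS osteosarcoma cells stably expressing GPR55 and beta-arrestin-GFP; plate controls were DMSO negative control for no effect and LPI positive control for full effect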
GPR55 antagonists – GPR55 antagonists blocking LPI-driven arrestin recruitment, primary screen, imaging, U2OS, beta-arrestin-GFP, LPI agonist (AID 2013). G-protein coupled receptor 55 (Homo sapiens). U2OS GPR55 beta-arrestin-GFP translocation imaging, LPI antagonism; higher % means a stronger effect. one-dose inhibition, % at 10 µM; IC50 in µM for titrated hits. actives 0.13% (n = 290,000);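 active means spots per cell inhibited over 60%, with over 100 cells counted and total cytoplasm intensity under 500,000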;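 further: U2OS cells stably carrying GPR55 and arrestin-GFP stimulated by 5 µM LPI near EC80; imaged beta-arrestin-GFP aggregate spots per cell after agonist stimulation; plate controls were LPI-stimulated DMSO wells for no effect and DMSO wells without LPI for full effect; some results filed as inactive read as strong as hits; confirmed hits need IC50 under 10 µM and bright autofluorescent wells are also inconclusive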
HIV peptide binding – inhibitors of HIV fusion peptide binding, primary screen, biochemical, uHTS, fluorescence dequenching (AID 1986); cell-free peptide binding, fluorescence dequenching, 30 min; higher % means a stronger effect; inhibition, % at 20 µM; hits with a dose series show IC50 in µM; actives 0.3% (n = 290,000); in the data active means inhibition mostly above about 52%, no sharp cut-off; inactive means mostly below about 76%; further: some results filed as inactive read as strong as hits
AID2073 – inhibitors of Mint1-CaV2.2 protein interaction, biochemical, HTRF (AID 2073) | one-dose inhibition, % at 20 µM; IC50 in µM for titrated hits | Voltage-dependent N-type calcium channel subunit alpha-1B (Homo sapiens) | actives 0.19% (n = 290,000) | HTRF protein-protein interaction, Mint1-CaV2.2; higher % means a stronger effect; in the data active means inhibition mostly above about 51%, no sharp cut-off; further: some results filed as inactive read as strong as hits
Siah-1 displacement – Siah-1 peptide-binding antagonists, primary screen, biochemical, fluorescence polarization, rhodamine-plectin, uHTS (AID 1817); E3 ubiquitin-protein ligase SIAH1 (Homo sapiens); Siah-1 / rhodamine-plectin peptide fluorescence polarization; higher % means a stronger effect; displacement, % at 20 µM, or IC50 in µM where a hit was titrated; actives 0.02% (n = 290,000);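 active means displacement of at least 50% at 20 µM, with a fluorescence ratio check between 0.3 and a set limit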;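 further: plate controls were Siah plus tracer with DMSO for no effect and tracer alone without Siah for full effect; strong numbers were not always called active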
GPR35 arrestin U2OS – GPR35 antagonists blocking zaprinast-driven arrestin recruitment, primary screen, imaging, U2OS, beta-arrestin-GFP, zaprinast agonist (AID 2058); U2OS GPR35 beta-arrestin-GFP translocation imaging, zaprinast antagonism; higher % means a stronger effect; inhibition, % at 10 µM; hits with a dose series show IC50 in µM; actives 0.052% (n = 290,000);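 active means inhibition of at least 50% with at least 30 cells and total cytoplasm GFP at most 10,000,000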
UTI89 phage lysis – inhibition of K1F phage lysis, E. coli UTI89, bacterial capsule biogenesis inhibitors, alamar blue (AID 488966). inhibition, % at 100 µM, or IC50 in µM where a hit was titrated. actives 0.02% (n = 340,000). E. coli UTI89 K1F phage lysis, alamar blue, 2 h; higher % means a stronger effect;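 active means phage lysis inhibition, versus mean bacterial control, above a set limit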;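 further: capsule biogenesis inhibitors block K1F phage lysis so surviving cells raise fluorescence; higher fluorescence means more inhibition of phage lysis; actives were called in the ten point dose series up to 300 µM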
NTR1 agonist cell count 20 µM – also measured in NTR1 agonist; calls as there; cell count; measured here: cell count, cytotoxicity flag
Dengue-2 NS5 capping pilot replicate – further read-out of Dengue-2 NS5 capping, marked with its call; inhibition, %; measured here: pilot screen replicate inhibition
An asterisk follows results filed as active; i = inactive; . = not tested or not shown; [ ] = dose if it differs, or a comment.

SMILES	Dengue-2 NS5 capping	NTR1 agonist	NTR1 agonist cell count 20 µM	GPR55 beta-arrestin	GPR55 antagonists	HIV peptide binding	AID2073	Siah-1 displacement	GPR35 arrestin U2OS	UTI89 phage lysis	others
COCCNC(=O)CN(c1ccc(C)cc1)S(=O)(=O)c1ccc(SC)cc1	3%	-0.7	55	0.1%	4%	3.8%	-2%	-4%	-2%	0.5%
Cc1ccc(CCNC(=O)C2CCC(=O)N2C2CCCC2)cc1 (configuration not stated)	-4%	0.3	48	-0.2%	-9%	1.7%	6%	-1%	3%	0.2%
COc1cc2c(cc1OC)CN(Cc1ccccc1)CC2	1%	-1.2	55	1.6%	-4%	-0.9%	-3%	-2%	-20%	-0.3%
CCCSc1nc2c(=O)[nH][nH]c(=O)c2n1Cc1ccccc1	0%	0.5	68	0.2%	-7%	0.0%	-5%	1%	-4%	0.3%
Cc1cc(NS(=O)(=O)c2ccc(NC(=O)C(C)Oc3ccc4c(C)cc(=O)oc4c3)cc2)no1 (configuration not stated)	-3%	-0.3	68	0.0%	-8%	9.5%	0%	-4%	11%	4.5%
NS(=O)(=O)c1ccc(CNC(=O)c2cc(-c3ccccc3)nc3ccccc23)cc1	7%	3.0	62	0.4%	-9%	6.2%	6%	4%	15%	0.2%
N#Cc1c(-c2ccccc2)nc(N2CCN(Cc3ccccc3)CC2)[nH]c1=O	3%	2.1	103	0.0%	-13%	0.0%	14%	-4%	18%	-0.2%
COc1ccccc1N1CCN(C(=S)Nc2cccc(C)c2)CC1	.	-0.4	85	-0.2%	.	0.1%	-23%	-2%	-2%	i
CC(C)(C)NC(=O)CSc1nnc(Cc2ccc3c(c2)OCO3)n1C1CCCCC1	-11%	0.2	77	0.3%	5%	-3.7%	-6%	1%	-6%	4.9%
CCN(CC)CC(=O)N1CCCC(C(=O)c2ccccc2OC)C1 (configuration not stated)	-4%	-1.1	81	-0.1%	1%	1.5%	-8%	6%	-3%	-0.1%
Cc1cc(NC(=O)CSc2nnc(-c3ccc(Br)o3)n2Cc2ccccc2)no1	5%	1.4	33	-0.1%	8%	1.2%	14%	1%	-1%	-0.5%
CCCc1ccc2oc(C(=O)N3CCN(C4CCS(=O)(=O)C4)CC3)c(C)c2c1 (configuration not stated)	-5%	0.9	70	0.0%	4%	-1.1%	6%	3%	2%	1.4%
Cc1c(Cl)cccc1NC(=O)CN(C1CCCCC1)S(C)(=O)=O	0%	0.5	41	1.5%	11%	-0.1%	-5%	0%	1%	-0.2%
COc1ccc(OC)c(CNC(=O)CCc2cn(C)c3ccccc23)c1	-3%	-0.7	42	-0.1%	-5%	-2.1%	9%	-3%	-3%	0.1%
CCOc1ccccc1NC=C1C(=O)OC2(CCCCC2)OC1=O	-3%	1.1	50	0.0%	-4%	-0.5%	5%	2%	1%	6.4%
O=C(Nc1ccc2nsnc2c1)N1CCCCC1	-1%	-0.8	50	-0.2%	9%	-0.7%	11%	0%	16%	-0.4%
COc1ccc(Br)cc1CN(C)CC(=O)NCCc1ccc(S(N)(=O)=O)cc1	2%	0.3	45	0.5%	-5%	-2.6%	11%	-1%	-5%	-0.3%
Cc1cc(-c2ccccc2)c2nncn2n1	-2%	0.5	79	0.2%	6%	-1.7%	2%	-3%	-6%	0.6%
CC(C)(CCC(=S)N1CCOCC1)C1CCCCC1	-3%	1.7	72	0.6%	10%	-1.2%	-11%	-1%	10%	0.2%
CC(=O)N[C@H]1[C@H](OC2CCCCC2)O[C@H](COC(C)=O)[C@@H](OC(C)=O)[C@@H]1OC(C)=O	3%	0.3	44	0.0%	9%	0.6%	12%	6%	-8%	0.1%
Cc1ccc(NC(=O)/C=C2\NC(=O)CS2)cc1	-10%	-1.2	59	-0.2%	3%	-2.1%	8%	-4%	0%	0.3%
O=C(CCN1C(=O)C2CC=C(Cl)CC2C1=O)N1CCCCC1 (configuration not stated)	22%	-1.2	83	0.3%	5%	12%	-2%	-4%	19%	0.3%
COc1ccc(Nc2nc(-c3ccncc3)nc3ccccc23)cc1	-10%	22	85	0.0%	-10%	-2.5%	16%	-3%	10%	0.0%
O=C(Nc1cc(=O)[nH]c2ncnn12)c1ccccc1Cl	-8%	-3.0	51	-0.3%	5%	1.9%	-12%	5%	-3%	0.3%	Dengue-2 NS5 capping pilot replicate=-11
COc1ccc(-n2cc(C#N)c(=O)n(Cc3ccc(F)cc3)c2=O)cc1	2%	1.0	49	0.5%	12%	-2.7%	-6%	-7%	-6%	0.7%
CCCNc1c(NS(=O)(=O)c2ccc(C3CCCCC3)cc2)c(=O)oc2ccccc12	-8%	9.1	60	-0.1%	8%	-0.1%	39%	-3%	9%	0.3%
CCOC(=O)C1=C(O)/C(=C/c2cc(OC)c(O)c(OC)c2)SC1=Nc1ccc(OC)cc1	-17%	.	.	-0.3%	5%	32%	23%	-13%	-9%	-0.1%
Cc1c(C(=O)NCC2CCCO2)oc2ccc(S(=O)(=O)N3CCCCC3)cc12 (configuration not stated)	-1%	-2.1	76	0.3%	-2%	-0.7%	-7%	-4%	2%	-0.3%
COc1ccccc1NC1=C(NC(C)=O)C(=O)c2ccccc2C1=O	>100µM*	.	.	-0.3%	-21%	-2.3%	24%	-1%	2%	0.1%
COC(=O)c1sc(S(=O)(=O)NCc2cccs2)c(C(=O)OC)c1C	-1%	-1.1	50	-0.2%	0%	-1.0%	4%	0%	20%	-0.1%
O=C(Nc1ccc(F)cc1)c1cc(-c2ccncc2)nc2c(Cl)cccc12	-3%	3.5	35	0.3%	4%	-2.7%	17%	-1%	7%	0.2%
COc1ccc(CCNC(=O)CCNS(=O)(=O)c2ccc3c(c2)CCN3C(C)=O)cc1OC	-11%	-0.7	57	-0.1%	-3%	-0.2%	-4%	-1%	-4%	-3.1%
Cc1nc(Nc2cccc(Cl)c2)c2oc3ccccc3c2n1	-7%	21	99	-0.1%	-2%	1.9%	18%	0%	-10%	0.1%[50 µM]
Cc1ccc(N/C(N)=N/c2nc(CSc3ccc(C)cc3)cc(=O)[nH]2)cc1	-8%	.	.	0.8%	-9%	22%	6%	2%	12%	-1.3%
O=C(Cc1cc(=O)[nH]c(=O)[nH]1)N1CCC(Cc2ccccc2)CC1	1%	-1.5	97	0.0%	6%	0.2%	-2%	-5%	-10%	2.2%
COc1cc2[nH]c(-c3cccc(F)c3)cc(=O)c2cc1OC	2%	-6.7	54	0.2%	-22%	-2.6%	9%	0%	-8%	-0.9%
COc1ccc(C(=O)OCC(=O)NCC2CCCO2)cc1[N+](=O)[O-] (configuration not stated)	2%	1.2	47	-0.7%	-1%	-2.0%	10%	-8%	-10%	1.1%
Cc1ccc(SCc2cc(=O)[nH]c(Nc3nc(C)c4ccccc4n3)n2)cc1	-7%	3.4	81	0.3%	2%	-1.7%	18%	14%	-1%	0.6%[50 µM]
Cc1ccc(-c2csc3nnc(SCC(=O)Nc4nsc(-c5ccccc5)n4)n23)cc1	-3%	9.7	86	0.0%	3%	4.4%	11%	28%	-16%	0.2%
COc1ccc(-c2cnc3nc(/N=C/N(C)C)nn3c2/N=C/N(C)C)cc1	-1%	1.2	53	0.2%	8%	0.2%	36%	3%	4%	1.8%
COc1ccc(CCNC(=O)C2CCN(C(=O)N(C)C)CC2)cc1OC	-1%	0.1	33	-0.1%	-1%	0.1%	-8%	4%	-10%	1.6%
Cc1csc(SCC(=O)Nc2ccc(Cl)cn2)n1	-5%	-2.3	89	-0.2%	-1%	0.4%	0%	-2%	-2%	-0.2%
CCN(CC)CCN(C(=O)c1ccc2c(c1)OCCO2)c1nc2cc3c(cc2s1)OCO3	-9%	-0.1	67	-0.1%	8%	-1.5%	9%	8%	-5%	0.1%
CC(=O)c1ccc(N2CCN(C(=O)C3CCN(S(=O)(=O)Cc4ccccc4)CC3)CC2)cc1	5%	-0.2	66	-0.2%	4%	-0.7%	10%	-2%	-1%	4.2%
COc1cc(Nc2nc(SCC#N)nc3ccccc23)cc(OC)c1OC	-3%	3.5	76	0.0%	10%	1.3%	2%	3%	8%	0.6%
COc1ccc(Cc2c(O)nc(SC)n(C(C)=O)c2=O)cc1	32%	-1.6	33	-0.2%	0%	1.0%	-6%	6%	1%	2.9%
COc1ccc(CNC(=O)CN2C(=O)NC(C)(c3ccc(C(C)(C)C)cc3)C2=O)cc1 (configuration not stated)	-8%	1.3	87	-0.1%	-2%	-2.1%	2%	-1%	6%	0.2%
CCc1nonc1NC(=O)c1oc2ccc(Cl)cc2c1C	-7%	0.5	69	0.2%	2%	1.0%	14%	8%	20%	0.4%
COC(=O)[C@H](Cc1ccccc1)NC(=O)NCCc1ccccc1F	-3%	-0.4	99	0.2%	12%	-2.5%	3%	8%	-8%	0.1%

Part of the list above in order of count of non-hydrogen atoms, falling.
SMILES	Dengue-2 NS5 capping	NTR1 agonist	NTR1 agonist cell count 20 µM	GPR55 beta-arrestin	GPR55 antagonists	HIV peptide binding	AID2073	Siah-1 displacement	GPR35 arrestin U2OS	UTI89 phage lysis	others
CC(=O)c1ccc(N2CCN(C(=O)C3CCN(S(=O)(=O)Cc4ccccc4)CC3)CC2)cc1	5%	-0.2	66	-0.2%	4%	-0.7%	10%	-2%	-1%	4.2%
CCN(CC)CCN(C(=O)c1ccc2c(c1)OCCO2)c1nc2cc3c(cc2s1)OCO3	-9%	-0.1	67	-0.1%	8%	-1.5%	9%	8%	-5%	0.1%
COc1ccc(CCNC(=O)C2CCN(C(=O)N(C)C)CC2)cc1OC	-1%	0.1	33	-0.1%	-1%	0.1%	-8%	4%	-10%	1.6%
COC(=O)[C@H](Cc1ccccc1)NC(=O)NCCc1ccccc1F	-3%	-0.4	99	0.2%	12%	-2.5%	3%	8%	-8%	0.1%
Cc1csc(SCC(=O)Nc2ccc(Cl)cn2)n1	-5%	-2.3	89	-0.2%	-1%	0.4%	0%	-2%	-2%	-0.2%
